Sm TGR inh: S. mansoni TGR enzyme inhibition; 360,000 compounds, 3% hits; Potency, µM (titrated, usually from 114 µM), inactives show at the highest dose activity change, negative = inhibition, usual class: inhibitors; AID 485364; Q962Y6; purified TGR, DTNB reduction, TNB absorbance 405 nm; also: potency is read from the fitted curve at half-maximal effect; nearly all actives have a fitted effect of over 60% in size
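Kinetic colorimetric format: TGR-catalysed, NADPH-driven DTNB reduction monitored via TNB absorbance. Enzyme dispensed at 20 nM; compound exposure 15 min at room temperature before reaction start.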
AMA1-RON2 inh: AMA1-RON2 (P. falciparum) interaction inhibition | AlphaScreen AMA1-biotinylated RON2 peptide binding | Potency, µM (doses to about 58.2 µM), for inactives: at the highest dose activity change, negative = inhibition, usual class: inhibitors | 360,000 compounds, 0.2% hits;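 also: potency is read from the fitted curve at half-maximal effect; 0% = vehicle wells and -100% = peptide control; nearly all actives have a fitted effect of over 45% in size; some results filed as inactive show a strong effect at the top dose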
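AMA1 (3D7) with his tag at 25 nM final met compounds first, then biotinylated RON2 peptide at 25 nM; detection used donor plus acceptor beads, 10 µg/mL apiece, read by AlphaScreen after 30 min at room temperature.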
AmpC inh detg: inhibitors of E. coli AmpC beta-lactamase with detergent. Potency, µM (highest dose often 114 µM), without a hit: top-dose activity change, negative = inhibition, hits mostly inhibitors. 370,000 compounds, 0.041% hits. AmpC hydrolysis of nitrocefin, absorbance 480 nm, 0.01% Triton. P00811. AID 485294;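 also: potency is read from the fitted curve at half-maximal effect; 0% = no-compound wells and -100% = no-enzyme wells; nearly all actives have a fitted effect of over 25% in size; some results filed as inactive show a strong effect at the top dose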
Target sequence (P00811 whole entry, looked up): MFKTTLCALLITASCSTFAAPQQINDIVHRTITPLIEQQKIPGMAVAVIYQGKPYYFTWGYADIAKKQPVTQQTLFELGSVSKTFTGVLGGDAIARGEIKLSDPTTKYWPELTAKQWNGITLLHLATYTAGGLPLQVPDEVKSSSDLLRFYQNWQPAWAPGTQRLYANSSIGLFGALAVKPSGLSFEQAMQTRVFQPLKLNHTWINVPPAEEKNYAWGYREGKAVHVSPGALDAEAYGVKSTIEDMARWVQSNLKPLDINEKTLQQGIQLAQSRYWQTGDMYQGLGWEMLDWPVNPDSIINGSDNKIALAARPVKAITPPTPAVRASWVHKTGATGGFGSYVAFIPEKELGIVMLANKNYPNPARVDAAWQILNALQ
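20 mM phosphate pH 7.0 + 0.01% (detergent screen) or 0.0001% Triton X-100; 5.3 nM AmpC reagent; cpd preinc 15 min RT; nitrocefin (800 uM stock) to start; A480 q20 s × 4 min; Activity was normalised to no-enzyme and no-compound control wells.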
HCV inh: HCV inhibition; Huh7.5.1 HCVcc-Cre infection, luciferase reporter, 44 h; Potency, µM (highest dose often 41.8 µM), for inactives: at the highest dose activity change, negative = inhibition, usual class: inhibitors; 340,000 compounds, 3.4% hits; AID 651820; also: potency is read from the fitted curve at half-maximal effect
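Infectious HCVcc-Cre (~0.5 moi) was added to cells just after compound, with cells seeded 4 h earlier at 1,000 per well. Luciferase activity after 44 h culture reported infection; substrate was incubated 15 min at room temperature before reading.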
Giardia FBPA inh: inhibitors of Giardia lamblia fructose-1,6-bisphosphate aldolase; 290,000 compounds, 0.71% hits; Potency, µM (top dose mostly 59.6 µM), for the others: at the highest dose activity, negative = inhibition, most hits filed as inhibitors; A8B2U2; purified Giardia FBPA; also: potency is read from the fitted curve at half-maximal effect; nearly all actives have a fitted effect of over 55% in size
Target sequence (A8B2U2 whole entry, looked up): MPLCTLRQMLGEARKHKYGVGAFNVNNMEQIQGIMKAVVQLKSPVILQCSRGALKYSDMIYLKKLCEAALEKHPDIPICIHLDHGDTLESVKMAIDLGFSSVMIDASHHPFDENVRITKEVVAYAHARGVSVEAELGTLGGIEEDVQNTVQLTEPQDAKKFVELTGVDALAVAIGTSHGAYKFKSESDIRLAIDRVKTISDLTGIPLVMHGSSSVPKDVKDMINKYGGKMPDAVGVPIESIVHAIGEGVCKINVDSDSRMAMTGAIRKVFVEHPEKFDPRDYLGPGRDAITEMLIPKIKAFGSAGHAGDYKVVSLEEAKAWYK
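40 nM FBPA preincubated 10 min at RT with compound (up to 57.5 uM final), then substrate plus GAPDH/TPI/NAD/arsenate coupling and diaphorase/resazurin added. Fluorescence read after 20 min at RT, 525/598 nm.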
HCMV antiviral: inhibitors of human cytomegalovirus; HFF cells, HCMV-luciferase reporter, 72 h; stronger effect = lower value; activity change, negative = inhibition, % at 57.5 µM; 410,000 compounds, 4.5% hits; in the data active = activity change below about -60%; inconclusive = no clear call, values can overlap the other calls; inactive = above about -39%
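Steps: HFFs plated, 16 h 37C; compounds added; HCMV-luciferase added to MOI 1 PFU/cell; 72 h 37C; OneGlo reagent, 5 min room temperature; luminescence read, normalized to controls.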
The depositor's hits bear a star; u = inconclusive; x = no result given; & = joins results of further samples; [ ] = dose if it differs, or a comment. Unless noted, calls follow the shape of the dose curve; as a rule, active = well fitted curve in the direction sought with a large enough effect; inconclusive = small, poorly fitted or top-dose-only effect, or another doubt; inactive = no such curve, though single readings can be large; an effect the other way counts as inactive or inconclusive. Unless noted, % is scaled to controls: 0 for no effect and ±100 for the full control effect.

1. N#CC1=C(SCc2ccc(C#N)cc2)N=C(N)C(c2nc(-c3ccccc3)cs2)C12CCCCC2 (configuration not stated)
2. Cc1ccc(C(c2sc3nc(C)nn3c2O)N2CCN(C(=O)c3ccco3)CC2)cc1 (configuration not stated)
3. O=C(CCC(=O)Nc1ccc(F)cc1)N/N=C/c1cccc(Br)c1
4. S=C(NCc1ccco1)Nc1ccccn1
5. CCOC(=O)c1ccc(NC(=O)Cn2ccc([N+](=O)[O-])n2)cc1
6. Cc1cccc(-c2nc(C)c(CCNC(=O)C(=O)Nc3c(C)cc(C)cc3C)s2)c1
7. Cc1ccc2oc(=O)c(-c3nc(-c4cccs4)no3)cc2c1
8. Cc1ccc(N(C(=O)c2cnccn2)C(C(=O)NC2CCCCC2)c2ccc(O)cc2)cc1 (configuration not stated)
9. C=CCn1c(=O)c2ccccc2n2c(SCC(=O)N3CCCc4ccccc43)nnc12
10. CCN(CC(=O)NC(C)C)C(=O)[C@H](C)NC(=O)c1ccc(Br)cc1

Assay by compound | 1 | 2 | 3 | 4 | 5 | 6 | 7 | 8 | 9 | 10
Sm TGR inh | 1% | 2% | -7% | 14µM* | 3% | 1% | 6% | 4%[57.1 µM] | 1% | 3%
AMA1-RON2 inh | -6% | 11% | 1% | -8% | 80%[activator] | x | x | -6% | -24% | -1%
AmpC inh detg | 0% | u | 1% | 0% | -4% | 4% | 15% | -5% | u | -7%
HCV inh | u | -2% | -7% | 10% | -3% | x | x | -2% | 15% | u
Giardia FBPA inh | -5% | 3% | u | -1% | 1% | x | x | 3% | -1% | -2%
HCMV antiviral | -98* | -9 | 22 | u | -26 | 14 | -40 | -24 | 14 | 46

11. COC(=O)c1cc2c(C)nn(-c3ccccc3)c2s1
12. CC(=O)NC(Cc1ccccc1)C(=O)OCC(=O)c1ccc(Cl)cc1 (configuration not stated)
13. O=C(NCc1ccc(Cl)cc1)c1cnc2sc(N3CCCCCC3)nn2c1=O
14. COc1ccc(-n2nc(C(=O)Nc3cc(C)ccn3)c3c4ccccc4n(C)c3c2=O)cc1
15. CC(Oc1cccc(F)c1)C(=O)/C=C\N(C)C (configuration not stated)
16. S=c1[nH]ncn1-c1ccccn1
17. CCOc1ccc(NC(=O)CN2CCCC2c2cccs2)cc1S(=O)(=O)N1CCCC1 (configuration not stated)
18. CCC(c1ccc(O)cc1)C(CC)c1ccc(O)cc1 (configuration not stated)
19. COc1ccc(CNC(=O)CSc2ccc(Br)cc2)cc1OC
20. Cc1cc(NC(=O)CSc2n[nH]c(-c3ccccc3Br)n2)no1

Assay by compound | 11 | 12 | 13 | 14 | 15 | 16 | 17 | 18 | 19 | 20
Sm TGR inh | 6% | -3% | 0% | 14% | -10% | 0% | -17% | 3% | -3% | x
AMA1-RON2 inh | 7% | 10%[11.6 µM] | x | x | -7% | 104%[activator] | -9% | 7% | 5% | 3%
AmpC inh detg | -9% | -5% | -2% | 1% | -24% | 1% | 5% | u | -7% | x
HCV inh | 6.3µM* | 15% | x | x | 12% | u | 11µM* | u | 8% | 6%
Giardia FBPA inh | 8% | 0% | x | x | -2% | u | x | 12% | 5% | x
HCMV antiviral | 32 | 23 | 4 | 10 | 76 | 43 | -92* | 18 | 10 | -31

Records 9 through 20 of the list above:
9. C=CCn1c(=O)c2ccccc2n2c(SCC(=O)N3CCCc4ccccc43)nnc12
10. CCN(CC(=O)NC(C)C)C(=O)[C@H](C)NC(=O)c1ccc(Br)cc1
11. COC(=O)c1cc2c(C)nn(-c3ccccc3)c2s1
12. CC(=O)NC(Cc1ccccc1)C(=O)OCC(=O)c1ccc(Cl)cc1 (configuration not stated)
13. O=C(NCc1ccc(Cl)cc1)c1cnc2sc(N3CCCCCC3)nn2c1=O
14. COc1ccc(-n2nc(C(=O)Nc3cc(C)ccn3)c3c4ccccc4n(C)c3c2=O)cc1
15. CC(Oc1cccc(F)c1)C(=O)/C=C\N(C)C (configuration not stated)
16. S=c1[nH]ncn1-c1ccccn1
17. CCOc1ccc(NC(=O)CN2CCCC2c2cccs2)cc1S(=O)(=O)N1CCCC1 (configuration not stated)
18. CCC(c1ccc(O)cc1)C(CC)c1ccc(O)cc1 (configuration not stated)
19. COc1ccc(CNC(=O)CSc2ccc(Br)cc2)cc1OC
20. Cc1cc(NC(=O)CSc2n[nH]c(-c3ccccc3Br)n2)no1

Assay by compound | 9 | 10 | 11 | 12 | 13 | 14 | 15 | 16 | 17 | 18 | 19 | 20
Sm TGR inh | 1% | 3% | 6% | -3% | 0% | 14% | -10% | 0% | -17% | 3% | -3% | x
AMA1-RON2 inh | -24% | -1% | 7% | 10%[11.6 µM] | x | x | -7% | 104%[activator] | -9% | 7% | 5% | 3%
AmpC inh detg | u | -7% | -9% | -5% | -2% | 1% | -24% | 1% | 5% | u | -7% | x
HCV inh | 15% | u | 6.3µM* | 15% | x | x | 12% | u | 11µM* | u | 8% | 6%
Giardia FBPA inh | -1% | -2% | 8% | 0% | x | x | -2% | u | x | 12% | 5% | x
HCMV antiviral | 14 | 46 | 32 | 23 | 4 | 10 | 76 | 43 | -92* | 18 | 10 | -31

Later entries
21. O=C(Nc1ccc(OC(F)F)cc1)c1cc(S(=O)(=O)N2CCCCC2)ccc1N1CCOCC1
22. CN(C(=O)COC(=O)c1ccccc1OCc1ccc(F)cc1)C1CCS(=O)(=O)C1 (configuration not stated)
23. Cn1c(=O)c2c(nc(Cl)n2CC(=O)NC2(C#N)CCCCC2)n(C)c1=O
24. Cc1noc(C)c1COc1cccc(C(=O)OC(C)C(=O)Nc2c(C)n(C)n(-c3ccccc3)c2=O)c1 (configuration not stated)
25. c1ccc2c(-c3csc(-c4ccncc4)n3)c[nH]c2c1
26. COc1cc(C(=O)NNC(=S)Nc2ccc(S(N)(=O)=O)cc2)cc(OC)c1OC
27. COc1cccc(/C=C/C(=O)c2ccc(NS(=O)(=O)c3ccc(C)cc3)cc2)c1
28. Cc1cccc(NC(=S)NCCc2ccc(S(N)(=O)=O)cc2)c1C
29. Cc1cccc(Nc2nc(N)nc(CN3CCN(C)CC3)n2)c1
30. Cc1ccc(O)c(CNn2cnnc2)c1

Assay by compound | 21 | 22 | 23 | 24 | 25 | 26 | 27 | 28 | 29 | 30
Sm TGR inh | -6% | -2% | -1% | -1% | 2%[57.1 µM] | x | -4% | -14% | -9% | -8%
AMA1-RON2 inh | -7% | 39%[activator] | -8% | -3% | 4% | 55%[activator] | -12%[11.6 µM] | -4% | 4% | -7%
AmpC inh detg | -11% | -7% | -18% | -1% | 2% | 2% | -2% | u | -3% | -5%
HCV inh | -10% | -14% | 5% | -10% | u | 16% | u | -4% | 4% | 15%
Giardia FBPA inh | x | x | x | 14% | -13% | 3% | 1% | -3% | 1% | 3%
HCMV antiviral | -15 | 20 | -101* | -10 | 0 | -18 | -70* | -12 | 19 | -17

31. COc1ccc(OCCNC(=O)/C=C/c2ccc([N+](=O)[O-])cc2)cc1
32. Cc1onc(-c2ccccc2Cl)c1C(=O)Nc1ccccc1O
33. CC(=O)c1c(C)nn(C(C)CC(=O)O)c1C (configuration not stated)
34. NC(=O)C[C@@H]1NC(=O)CNC(=O)c2cc([N+](=O)[O-])cc(I)c2NCCC(C(N)=O)NC1=O (some centres not stated)
35. CCOCCCNc1ncnc2c1[nH]c1ccccc12
36. COc1ccccc1NC(=O)N1CCCC1C(=O)Nc1ccc2c(c1)OCCO2 (configuration not stated)
37. O=C(Cc1ccc(S(=O)(=O)N2CCOCC2)s1)Nc1ccc(S(=O)(=O)N2CCCCC2)cc1
38. C/C(=N\NC(=O)c1cccc(S(=O)(=O)Nc2cccc(Cl)c2)c1)c1cccs1
39. O=C(NCCCN1CCOCC1)c1cc(-c2ccc(F)cc2)nc2ccccc12
40. CN1CCN(S(=O)(=O)c2ccc3ccccc3c2)CC1

Assay by compound | 31 | 32 | 33 | 34 | 35 | 36 | 37 | 38 | 39 | 40
Sm TGR inh | 0% | 6% | 5% | -15% | 10% | x | 6% | 3% | -2% | 6%
AMA1-RON2 inh | -7% | -13% | -3% | 8% | 11% | -12% | -5% | 12% | -5% | 0%
AmpC inh detg | -16% | 4% | u | u | -1% | -3% | 5% | -4% | 3% | -15%
HCV inh | 20% | -3% | 13% | 13% | u | 9% | -5% | -9% | -16% | 14%
Giardia FBPA inh | -3% | -1% | 2% | 0% | -1% | 3% | x | 1% | x | 0%
HCMV antiviral | 10 | u | 47 | -25 | -62* | 13 | x | -37 | 6 | 9

41. CCOC(=O)c1ccc(NC(=S)NN2CCOCC2)cc1
42. CC(C(=O)Nc1ccc2c(c1)OCO2)N1CCC(N2CCCCC2)CC1 (configuration not stated)
43. Cc1cc2c(cc1S(=O)(=O)Nc1cccc(F)c1C)NC(=O)CO2
44. CCOC(=O)c1cc(S(=O)(=O)Nc2cc(OC)ccc2OC)[nH]n1
45. COc1cc(C2NC(=O)NC(c3ccccc3)=C2C(C)=O)cc([N+](=O)[O-])c1O (configuration not stated)
46. COc1ccc(/C(C)=N/NC(=O)CNC(=O)C(c2ccccc2)c2ccccc2)c(OC)c1
47. CC(=O)Oc1cccc(/C=N\NC(=O)C(=O)N/N=C/c2cccc(OC(C)=O)c2)c1
48. Cc1ccc(S(=O)(=O)Nc2nc3ccccc3nc2Nc2cccc(S(=O)(=O)N3CCCC3)c2)cc1
49. Fc1ccccc1COc1cccc(/C=N/n2cnnc2)c1
50. CCOC(=O)c1c(C)[nH]c(C)c1C(=O)COc1ccc(NC(=O)c2ccco2)cc1

Assay by compound | 41 | 42 | 43 | 44 | 45 | 46 | 47 | 48 | 49 | 50
Sm TGR inh | u | -19% | 1% | 0% | 6% | 0% | 4% | 13% | 0% | -24%
AMA1-RON2 inh | 46%[activator] | u | 13% | x | -14% | 33%[activator] | -6%[11.6 µM] | -12% | -4% | 12%
AmpC inh detg | -3% | -5% | 0% | -3% | 2% | -7% | -16% | -3% | u | 0%
HCV inh | 2% | 0% | 3% | x | -13% | u | -1% | u | 17% | -14%&-25%
Giardia FBPA inh | -22% | x | -19% | x | -12% | 4% | x | 0% | -4% | 4%
HCMV antiviral | 109 | u | -15 | 0 | -37 | -33 | -37 | u | -26 | -64*

51. CCOCCCn1c(SCC(=O)Nc2ccc(C(C)C)cc2)nc2c(sc3ccccc32)c1=O
52. CCOC(=O)C1(CC2CCCCO2)CCN(S(=O)(=O)c2ccc(C)s2)CC1 (configuration not stated)
53. Nc1ccc(-c2nc3cc(N)ccc3o2)cc1
54. COc1ccc(CC2=C(O)c3ccccc3C(=O)C2=O)cc1
55. CCc1nnc(NC(=O)c2cc([N+](=O)[O-])ccc2N2CCOCC2)s1
56. O=C(O)COc1ccccc1C=NNc1ccc([N+](=O)[O-])cc1S(=O)(=O)Nc1ccc(Cl)cc1

Assay by compound | 51 | 52 | 53 | 54 | 55 | 56
Sm TGR inh | -3% | -31% | -11% | u | 1% | x
AMA1-RON2 inh | x | -12% | 21% | -1% | -6% | 7%
AmpC inh detg | -5% | 0% | u | 0% | u | x
HCV inh | x | 15% | 9% | 4% | -6% | 1%
Giardia FBPA inh | x | 5% | 3% | -20% | x | x
HCMV antiviral | 11 | 3 | 150 | -31 | 15 | -13
